APJ ag: agonists of human apelin receptor APJ, primary screen, CHO-K1 cells, PathHunter beta-arrestin, luminescence | P35414 | 0% DMSO wells, 100% apelin | activation, % at 20 µM | 330,000 compounds, 0.11% hits | AID 2520, 2010;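 active means activation more than six SD over the plate average, tested at 20 µM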;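 further: 0% = DMSO alone and 100% = apelin-13 at 10 nM; some results filed as inactive read as strong as hits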
Target sequence (P35414 whole entry, looked up): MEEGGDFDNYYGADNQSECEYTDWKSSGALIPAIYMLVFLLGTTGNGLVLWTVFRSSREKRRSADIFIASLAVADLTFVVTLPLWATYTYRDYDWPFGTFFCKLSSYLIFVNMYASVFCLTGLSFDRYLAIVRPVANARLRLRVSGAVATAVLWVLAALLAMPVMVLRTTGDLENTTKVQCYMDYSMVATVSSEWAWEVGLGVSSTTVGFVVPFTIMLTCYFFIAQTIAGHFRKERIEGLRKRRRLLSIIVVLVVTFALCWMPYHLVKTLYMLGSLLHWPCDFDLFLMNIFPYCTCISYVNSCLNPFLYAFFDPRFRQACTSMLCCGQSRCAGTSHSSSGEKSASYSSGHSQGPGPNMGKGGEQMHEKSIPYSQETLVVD
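system = engineered CHO-K1 APJ arrestin reporter cells | input = 1000 cells per well | timing = overnight seeding, 90 min compound at 25 °C, 1 h detection | measured by = enzyme-fragment complementation luminescence | read-out = beta-arrestin recruitment to APJ as agonist activity, luminescent signal | control set = negative DMSO alone, positive Apelin-13 at 10 nM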
APJ antag: antagonists of human apelin receptor APJ, primary screen, CHO-K1 cells, beta-arrestin complementation, luminescence; inhibition, % at 20 µM; 330,000 compounds, 0.32% hits; AID 2521, 2010;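 active means inhibition above about 40% at 20 µM, limit read from the data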;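 further: cells challenged with 10 nM apelin-13 agonist together with compound; plate controls were apelin-13 plus DMSO wells for no effect and DMSO wells lacking apelin-13 for full effect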
UBC13 polyUb: UBC13 polyubiquitin chain formation inhibitors, primary screen, biochemical, TR-FRET, uHTS; Ubiquitin-conjugating enzyme E2 N (Homo sapiens), P61088; inhibition, % at 20 µM; 330,000 compounds, 0.47% hits; AID 485273, 2010; in the data active means inhibition above about 45%, passing the limit was not always enough
Target sequence (P61088 whole entry, looked up): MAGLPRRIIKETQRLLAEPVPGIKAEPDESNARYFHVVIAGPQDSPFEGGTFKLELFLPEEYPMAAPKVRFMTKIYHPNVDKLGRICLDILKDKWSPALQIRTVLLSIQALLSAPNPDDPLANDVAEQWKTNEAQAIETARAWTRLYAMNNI
CCR6 antagonist: CCR6 receptor antagonists, primary screen, cell-based, CHO-K1, luminescence, beta-arrestin, uHTS. C-C chemokine receptor type 6 (Homo sapiens), P51684. CHO-K1 CCR6 PathHunter beta-arrestin, CCL20-stimulated. inhibition, % at 20 µM. 340,000 compounds, 0.49% hits. AID 493098, 2011;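 active means compounds whose inhibition of the agonist-driven luminescence signal at 20 µM reaches about 50%, limit read from the data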;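 further: cells stimulated with CCL20 at 14 nM final; plate controls were DMSO with CCL20 for no effect and DMSO without agonist for full effect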
Gli-Sufu antag: Gli-Sufu pathway antagonists, primary screen, luciferase luminescence, Sufu-KO-LIGHT cells, uHTS; Sufu-KO-LIGHT fibroblasts, Gli luciferase reporter luminescence; inhibition, % at 5 µM; 340,000 compounds, 0.74% hits; AID 588413, 2011;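 active means inhibition above about 55%, limit read from the data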;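 further: 0% = DMSO-treated cells and 100% = wells with medium but no cells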
ATG4B inh: ATG4B protease inhibitors, primary screen, biochemical, fluorescence, uHTS; inhibition, % at 8.33 µM; ATG4B cleavage of LC3-PLA2, NBD-HPC fluorescence, 1 h; Cysteine protease ATG4B (Homo sapiens), Q9Y4P1; 340,000 compounds, 0.51% hits; AID 504462, 2011; in the data active means inhibition above about 40%
EBI2 antag: EBI2 receptor antagonists, beta-arrestin recruitment, primary screen, cell-based, luminescence, 7a,25-OHC stimulation, uHTS | AID 651636, 2012 | inhibition, % at 5 µM | 7a,25-OHC stimulated | 360,000 compounds, 0.81% hits | G-protein coupled receptor 183 (Homo sapiens), P32249; in the data active means inhibition above about 38%;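 further: enzyme fragment complementation signal reports receptor beta-arrestin coupling in cells; 0% = agonist plus DMSO wells and 100% = wells without agonist; some results beyond the cut were filed as inactive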
CXCR6 block: CXCR6 receptor inhibitors, primary screen, cell-based, beta-arrestin, luminescence, CHO-K1 PathHunter, 1536-well | 360,000 compounds, 0.36% hits | C-X-C chemokine receptor type 6 (Homo sapiens), O00574 | inhibition, % at 20 µM; in the data active means inhibition above about 34%, passing the limit was not always enough;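 further: antagonist mode with CXCL16 agonist at 10 nM final; 0% = 10 nM CXCL16 with DMSO and 100% = unstimulated wells without agonist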
The depositor's hits bear a star; / = not tested or not shown.

The first two compounds, to show the layout:
Order of values – APJ ag | APJ antag | UBC13 polyUb | CCR6 antagonist | Gli-Sufu antag | ATG4B inh | EBI2 antag | CXCR6 block
OC(COc1ccccc1)CN(Cc1ccccc1)CC(O)COc1ccccc1 (stereo not drawn)
 : -6 | -4 | 20 | 7 | 7 | -11 | 2 | 2
Cc1c(Cl)cccc1-n1c(SCC(=O)N2CCC(C(=O)O)CC2)nc2ccccc2c1=O
 : -2 | 9 | -5 | -1 | -24 | 8 | -3 | 4

This part in full, repeating the preview:
Order of values – APJ ag | APJ antag | UBC13 polyUb | CCR6 antagonist | Gli-Sufu antag | ATG4B inh | EBI2 antag | CXCR6 block
OC(COc1ccccc1)CN(Cc1ccccc1)CC(O)COc1ccccc1 (stereo not drawn)
 : -6 | -4 | 20 | 7 | 7 | -11 | 2 | 2
Cc1c(Cl)cccc1-n1c(SCC(=O)N2CCC(C(=O)O)CC2)nc2ccccc2c1=O
 : -2 | 9 | -5 | -1 | -24 | 8 | -3 | 4
CC1=C(C(=O)NCCN2CCOCC2)C2(CCC(C)CC2)OC1=O (stereo not drawn)
 : -4 | 3 | 0 | 8 | 10 | -6 | -7 | -5
CC(=O)Nc1cccc(Nc2nc(-c3cccs3)nc3ccccc23)c1
 : 2 | -2 | -5 | 1 | -7 | -18 | 2 | 5
Cc1ccc(S(=O)(=O)Nc2nc3ccccc3nc2NCc2ccc3c(c2)OCO3)cc1C
 : 0 | -11 | 2 | -3 | 4 | 3 | -10 | -1
CN1C(=O)CC(c2cn(Cc3ccccc3)c3ccccc23)C1=O (stereo not drawn)
 : -2 | 8 | -3 | 13 | 4 | -5 | -6 | 7
Cc1noc(C)c1S(=O)(=O)N(CC(=O)NCc1ccc(Cl)cc1)c1ccc2c(c1)OCO2
 : -3 | 17 | -2 | -1 | 12 | -1 | 10 | 1
CCC(=O)N1c2ccc(S(=O)(=O)N3CCCC3)cc2CC1C (stereo not drawn)
 : 5 | 23 | 4 | 6 | 0 | -3 | -3 | -2
Cc1c(NC(=O)CSc2cccc3cccnc23)c(=O)n(-c2ccccc2)n1C
 : -7 | 22 | -7 | 60* | 9 | -3 | 24 | 37
Cc1ccc(C(=O)Nc2ccccc2-c2ccccc2)cc1S(=O)(=O)Nc1cccc(C)c1C
 : 1 | 2 | -1 | 5 | 11 | 33 | 12 | 8
COc1ccccc1N(CC(O)Cn1nc(C)cc1C)S(=O)(=O)c1ccccc1 (stereo not drawn)
 : -1 | 10 | 8 | 5 | 2 | -5 | -3 | -4
CCOc1ccc(C(=O)NNC(=O)CN2C(=O)C3CC=CCC3C2=O)cc1OC (stereo not drawn)
 : -4 | -2 | 2 | -3 | -6 | 3 | -13 | -3
COc1ccc(C(=O)NN=C2CCCC2)cc1
 : -4 | 19 | 7 | 1 | -7 | 2 | -12 | -5
CCCC(=O)NC(c1ccco1)c1cc([N+](=O)[O-])c2cccnc2c1O (stereo not drawn)
 : -3 | 38 | -46 | 20 | -3 | 7 | -18 | 24
Cc1ccccc1OCC(=O)Nc1ccccc1-c1ccccc1NC(=O)COc1ccccc1C
 : -2 | -3 | -9 | 13 | 9 | -7 | 22 | 6
O=c1cc(-c2ccccc2)cc(-c2ccccc2)n1CCO
 : 7 | 8 | -4 | 11 | 1 | 4 | -3 | 7
CCCCc1cc(=O)oc2cc(OCC(=O)N(CC)CC)ccc12
 : -4 | -6 | 4 | -7 | -4 | -4 | 3 | 4
COCCNC(=O)C(=O)NCC1OCCCN1S(=O)(=O)c1cccs1 (stereo not drawn)
 : -1 | -6 | -8 | 7 | -10 | 1 | -7 | 1
CCOC(=O)Cc1csc(SCC(=O)Nc2cccc(C#N)c2)n1
 : -1 | -4 | -11 | -17 | -5 | -4 | -7 | -1
COc1ccc(C(=O)N2CCN(C(C)=O)CC2)cc1S(=O)(=O)NCc1ccc(Cl)cc1
 : 4 | -10 | 14 | -5 | 2 | -13 | -4 | -9

For reference, part of the list above:
Order of values – APJ ag | APJ antag | UBC13 polyUb | CCR6 antagonist | Gli-Sufu antag | ATG4B inh | EBI2 antag | CXCR6 block
OC(COc1ccccc1)CN(Cc1ccccc1)CC(O)COc1ccccc1 (stereo not drawn)
 : -6 | -4 | 20 | 7 | 7 | -11 | 2 | 2
Cc1c(Cl)cccc1-n1c(SCC(=O)N2CCC(C(=O)O)CC2)nc2ccccc2c1=O
 : -2 | 9 | -5 | -1 | -24 | 8 | -3 | 4
CC1=C(C(=O)NCCN2CCOCC2)C2(CCC(C)CC2)OC1=O (stereo not drawn)
 : -4 | 3 | 0 | 8 | 10 | -6 | -7 | -5
CC(=O)Nc1cccc(Nc2nc(-c3cccs3)nc3ccccc23)c1
 : 2 | -2 | -5 | 1 | -7 | -18 | 2 | 5
Cc1ccc(S(=O)(=O)Nc2nc3ccccc3nc2NCc2ccc3c(c2)OCO3)cc1C
 : 0 | -11 | 2 | -3 | 4 | 3 | -10 | -1
CN1C(=O)CC(c2cn(Cc3ccccc3)c3ccccc23)C1=O (stereo not drawn)
 : -2 | 8 | -3 | 13 | 4 | -5 | -6 | 7
Cc1noc(C)c1S(=O)(=O)N(CC(=O)NCc1ccc(Cl)cc1)c1ccc2c(c1)OCO2
 : -3 | 17 | -2 | -1 | 12 | -1 | 10 | 1
CCC(=O)N1c2ccc(S(=O)(=O)N3CCCC3)cc2CC1C (stereo not drawn)
 : 5 | 23 | 4 | 6 | 0 | -3 | -3 | -2
Cc1c(NC(=O)CSc2cccc3cccnc23)c(=O)n(-c2ccccc2)n1C
 : -7 | 22 | -7 | 60* | 9 | -3 | 24 | 37
Cc1ccc(C(=O)Nc2ccccc2-c2ccccc2)cc1S(=O)(=O)Nc1cccc(C)c1C
 : 1 | 2 | -1 | 5 | 11 | 33 | 12 | 8
COc1ccccc1N(CC(O)Cn1nc(C)cc1C)S(=O)(=O)c1ccccc1 (stereo not drawn)
 : -1 | 10 | 8 | 5 | 2 | -5 | -3 | -4

Next records follow.
Order of values – APJ ag | APJ antag | UBC13 polyUb | CCR6 antagonist | Gli-Sufu antag | ATG4B inh | EBI2 antag | CXCR6 block
Cc1ccc(CN(C(=O)c2csnn2)C(C(=O)NC2CCCC2)c2ccco2)cc1 (stereo not drawn)
 : 0 | 9 | 4 | 3 | 0 | -6 | -6 | -4
CC12CCC(=O)C=C1CCC1C2C(O)CC2(C)C(c3csc(N)n3)CCC12 (stereo not drawn)
 : / | / | / | 3 | 59* | -1 | 0 | -11
COc1cc(CNCc2ccncc2)ccc1OCC(N)=O
 : / | / | / | 12 | -19 | 7 | 9 | 6
COc1cc(C(=O)N2CCN(C(=O)CC(C)C)CC2)cc(OC)c1OC
 : 3 | -11 | -7 | 2 | 9 | 0 | -2 | -4
CCc1ccc(/C=C2\C(=N)N3N=C(CC(=O)N4CCCCC4)SC3=NC2=O)cc1
 : 3 | 11 | -12 | 17 | 34 | 18 | -10 | -4
c1ccc(CSC2=NCCCN2)cc1
 : -2 | 11 | -20 | -3 | 2 | -14 | -11 | -3
Cc1ccc(-c2nc(N)n(S(=O)(=O)c3ccc(C)cc3)n2)cc1
 : -2 | 5 | -2 | 8 | 12 | 5 | 4 | 9
O=c1oc(-c2ccccc2F)nc2c1cnn2-c1ccccc1
 : -3 | 19 | 37 | 52* | -1 | 5 | 20 | 38
Cc1cc(C)c(S(=O)(=O)c2ccc(Cl)cc2C)c(Cl)n1
 : -5 | -2 | 0 | 3 | -12 | 2 | 5 | -5
O=C1c2ccccc2C(=O)N1c1ccc(S(=O)(=O)N2CCN(c3ccccc3)CC2)cc1
 : -4 | 20 | -5 | 6 | 0 | -4 | 4 | 2
Cc1ccccc1NC(=O)c1ccc2snnc2c1
 : -2 | 25 | 6 | 14 | -12 | 4 | 5 | 2

Screening results deposited in PubChem by Sanford-Burnham Center for Chemical Genomics.

Compounds were not picked by outcome; about 3% have a hit in one of these screens.
